High-throughput results deposited in PubChem by several laboratories.
bIAP inhibitor: intestinal alkaline phosphatase (bovine) inhibition. purified bovine IAP, CDP-star luminescence, 30 min. inhibition, % at 20 µM. 190,000 tested, under 10 active;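 active = over 50% inhibition of intestinal alkaline phosphatase at 20 µM in the single-dose screen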
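test system = bovine IAP enzyme | medium = DEA buffer 100 mM, pH 9.8, with MgCl2 1.0 mM, ZnCl2 0.02 mM | detection = luminescence | dosing = single compound dose of 20 µM, 2% DMSO final | incubation = 30 min reaction at room temperature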
PPARg SRC2 recr: promotes SRC-2 coactivator recruitment by human PPARgamma; P37231; AID 1032; activation, % at 8 µM; PPARgamma LBD-SRC-2 recruitment, biochemical; 0.34% of 200,000 active; in the data active = activation above about 22%;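 also: 0% = vehicle and 100% = reference agonist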
Target sequence (P37231 whole entry, looked up, the tested form may be a part): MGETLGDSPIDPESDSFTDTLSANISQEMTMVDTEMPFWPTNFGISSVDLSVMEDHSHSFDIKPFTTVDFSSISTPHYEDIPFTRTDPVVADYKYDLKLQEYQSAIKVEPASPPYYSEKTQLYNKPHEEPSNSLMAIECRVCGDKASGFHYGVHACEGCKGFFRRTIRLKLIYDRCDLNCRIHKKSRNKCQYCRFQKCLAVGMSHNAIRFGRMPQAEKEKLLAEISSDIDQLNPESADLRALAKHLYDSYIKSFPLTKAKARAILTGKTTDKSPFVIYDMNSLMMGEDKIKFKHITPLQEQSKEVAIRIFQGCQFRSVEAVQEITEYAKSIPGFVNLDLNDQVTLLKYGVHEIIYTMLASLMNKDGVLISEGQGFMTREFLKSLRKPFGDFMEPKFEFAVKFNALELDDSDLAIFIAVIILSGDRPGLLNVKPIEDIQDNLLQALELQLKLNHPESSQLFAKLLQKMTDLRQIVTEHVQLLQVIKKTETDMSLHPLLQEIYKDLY
bIAP act: intestinal alkaline phosphatase (bovine) activation | activation factor at 20 µM | purified bovine IAP, CDP-star luminescence, 30 min; hits give high values; fold of DMSO-control signal, blank-subtracted | AID 1016 | 0.17% of 200,000 active;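 active = activation factor of 2 or more at 20 µM, a signal rise over negative controls twice the positive control's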
PPARg SRC-3 ag: PPARgamma-driven SRC-3 recruitment agonism. biochemical PPARgamma/SRC-3 coactivator recruitment assay. 0.26% of 200,000 active. P37231. AID 731. activation, % at 8 µM; in the data active = activation above about 23%;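 also: 0% = DMSO and 100% = reference agonist; some compounds past the cut are filed as inactive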
SRC2 TRFRET art: TR-FRET artefact, counter-screen to PPARgamma/SRC-2 agonist assay | hits give high values | TR-FRET ratio at 8 µM | 0.4% of 200,000 active; in the data active = TR-FRET ratio above about 2000; also: inactives centre near 1500
PPARg SRC1 recr: promotes SRC-1 coactivator recruitment by human PPARgamma; PPARgamma-SRC-1 coactivator recruitment biochemical assay; P37231; activation, % at 8 µM; AID 631; 0.41% of 200,000 active; in the data active = activation above about 19%;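 also: 0% = DMSO and 100% = reference agonist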
TNAP inh hi DEA: TNAP (human) inhibition, high acceptor. P05186. purified TNAP, CDP-star luminescence, 1 M DEA. inhibition, % at 20 µM. 0.03% of 200,000 active;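 active = over 50% inhibition of tissue-nonspecific alkaline phosphatase at 20 µM in the single-dose screen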;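 also: plate controls were DMSO wells for no effect and EDTA-quenched wells as full inhibition for full effect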
Target sequence (P05186 whole entry, looked up): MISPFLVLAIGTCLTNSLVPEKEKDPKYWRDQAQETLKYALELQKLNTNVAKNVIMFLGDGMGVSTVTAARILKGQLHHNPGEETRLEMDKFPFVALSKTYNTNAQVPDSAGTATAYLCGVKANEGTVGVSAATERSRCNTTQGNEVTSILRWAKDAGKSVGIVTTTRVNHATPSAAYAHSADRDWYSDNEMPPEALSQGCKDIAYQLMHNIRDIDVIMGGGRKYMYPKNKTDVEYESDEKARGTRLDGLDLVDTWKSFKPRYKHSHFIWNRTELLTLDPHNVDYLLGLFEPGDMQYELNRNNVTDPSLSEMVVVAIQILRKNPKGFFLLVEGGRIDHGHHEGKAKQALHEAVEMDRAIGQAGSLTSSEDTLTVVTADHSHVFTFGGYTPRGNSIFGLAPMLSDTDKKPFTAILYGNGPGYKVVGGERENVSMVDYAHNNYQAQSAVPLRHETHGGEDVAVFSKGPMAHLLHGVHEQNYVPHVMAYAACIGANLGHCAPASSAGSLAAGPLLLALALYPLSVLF
TNAP inh no acc: TNAP (human) inhibition, acceptor-free conditions. P05186. purified TNAP, CDP-star luminescence, 30 min. inhibition, % at 20 µM. 0.26% of 200,000 active. AID 1012;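 active = tissue-nonspecific alkaline phosphatase inhibition above about 50% at 20 µM in the single-dose screen, limit read from the data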;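 also: 0% = DMSO negative control and 100% = EDTA positive control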
Efa HMGR inh: E. faecalis class II HMG-CoA reductase inhibition; AID 1066; 0.41% of 190,000 active; inhibition, % at 10 µM; purified E. faecalis HMGR, NADPH absorbance 340 nm kinetic;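 active = inhibition above a set limit, the median over all tested compounds plus 3 SD, cut at about 9.5% in these data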;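 also: enzyme runs in reverse so mevalonate oxidation gives rising NADPH absorbance; 0% = complete reaction with DMSO and 100% = background rate lacking mevalonate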
TNAP act hi DEA: TNAP (human) activation, high acceptor; P05186; purified TNAP, CDP-star luminescence, 1 M DEA, 30 min; hits give high values; 0 = EDTA background, 1 = DMSO-only activity; activation factor at 20 µM; 200,000 tested, under 10 active; AID 1136;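 active = activation factor at least 2 at 20 µM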
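Measured by: Luminescent substrate turnover signal | Test system: Human TNAP | Input: TNAP 1/800 final | Dosing: 20 µM single point | Schedule: 30 min, room temperature | Controls: EDTA wells as negative control, DMSO wells as positive control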
* = called active by the depositor; . = not tested or not shown; & = joins results of further samples; ! = repeats disagree.

SMILES	bIAP inhibitor	PPARg SRC2 recr	bIAP act	PPARg SRC-3 ag	SRC2 TRFRET art	PPARg SRC1 recr	TNAP inh hi DEA	TNAP inh no acc	Efa HMGR inh	TNAP act hi DEA
O=C(Nc1cnc2ccccc2c1)c1cccc(-n2cnnn2)c1	14	1	0.9	6	1399	0	-4	-2	-1	1
O=C(O)/C=C/C(=O)NNC(=O)c1ccccc1Br	-1	-4	1	2	1530	4	0	10	2	1
CC(=O)Nc1c([N+](=O)[O-])cc2[nH]c(=O)[nH]c2c1[N+](=O)[O-]	4	-1	1	-2	1639	-1	10	8	-5	0.9
O=C(Cc1noc2ccccc12)Nc1ccccn1	1	2	1	1	1390	7	-6	-5	-1	1.1
CC(C)(C)c1ccc(C(=O)NCC(=O)OCC(=O)Nc2nc(-c3ccc(F)cc3)cs2)cc1	12	-4	0.9	0	1388	-3	-4	-7	0	1
CCOC(=O)c1[nH]c2cc(OC)c(OC)cc2c1NC(=O)CN1CCN(C)CC1	-11	7	1.1	-1	1725	5	0	-11	5	1
O=C1CC(c2ccco2)CC(O)=C1C=Nc1ccccc1-c1ccccc1 (stereo not given)	12	3	0.9	6	1702	7	-2	-4	-6	1
CCN1C(=O)/C(=C2\SC(=S)N(CC3CCCO3)C2=O)c2ccccc21 (stereo not given)	14	-6	0.9	-9	1438	0	1	-3	-6	1
CCCCNC(=O)NNC(=O)COc1cc(C)cc(C)c1	12	0	0.9	-4	1330	1	1	-4	0	1
O=C(Nc1ccc(S(=O)(=O)Nc2ccccc2)cc1)C1COc2ccccc2O1 (stereo not given)	10	4	0.9	0	1594	1	4	0	15*	1
O=C(CC1(O)C(=O)N(Cc2ccccc2)c2ccccc21)c1ccc2c(c1)OCO2 (stereo not given)	-1	11	1	4	1507	2	-2	-14	0	1
Fc1ccc(-n2c(CN3CCCCC3)n[nH]c2=S)cc1	19	12	0.8	-6	1618	10	-6	3	-1	1.1
Cc1nc(N)c(Br)c(C)c1Br	-18	-2	1.2	-1	1481	8	-3	-12	0	1
CCOc1ccccc1N(C(=O)CNC(=O)c1ccco1)C(C(=O)NC1CCCC1)c1cccnc1 (stereo not given)	-2	0	1	-3	1454	-11	-3	-11	-2	1
Cc1cc2ncn(C(=O)N3CCCCC3)c2cc1C	7	-6	0.9	6	1687	3	-10	-11	0	1.1
CC(C)(CSc1ccccn1)NS(=O)(=O)c1ccc(Cl)cc1	6	3	0.9	4	1632	-1	4	-6	0	1
CCc1cc2c(=O)[nH]cnc2s1	1	3	1	-8	1443	2	4	0	-2	1
c1ccc(-n2nnnc2NC2CCCCC2)cc1	10	-7	0.9	-2	1444	5	6	-3	-11	0.9
O=C(NCc1ccccc1)c1nc[nH]c1C(=O)NCc1ccccc1	7	3	0.9	2	1496	-9	-3	-8	0	1
N#C/C(=C\c1ccc(-c2cccc([N+](=O)[O-])c2)o1)C(=O)NCCN1CCOCC1	-17	11	1.2	1	1755	6	-2	9	-3	1
O=c1oc(-c2cccc(Cl)c2)nc2c1cnn2-c1ccccc1	27	11	0.7	-3	1389	-2	-5	-11	-4	1
CCOC(=O)CN(C)Cc1c[nH]c2ccccc12	3	1	1	-2	1759	8	2	-7	3	1
CS(=O)(=O)N1CCC(C(=O)N2CCN(c3ccccc3)CC2)CC1	10	-2	0.9	-1	1598	2	-3	-14	3	1
Cc1cc2cc(C#N)c(N3CCN(S(C)(=O)=O)CC3)nc2cc1C	0	8	1	-1	1624	12	-3	9	-1	1
CCCc1nc(SCC(=O)N2CCc3ccccc32)c2c(C)c(C)sc2n1	-1	11	1	-8	1445	7	2	-3	-6	1
Cc1nc2c(o1)CCc1ccccc1C2N1CCN(C)CC1 (stereo not given)	3&-18	8&7	1&1.2	-2&4	1539&1671	6&9	-10&0	-14&-6	9.5*!	1.1&1
S=c1[nH]nc(-c2cccc(Cl)c2)n1CCN1CCCCC1	18	2	0.8	5	1531	5	5	25	0	0.9
COc1ccccc1-c1cc(C(=O)N/N=C/c2sccc2C)c2ccccc2n1	8	0	0.9	-1	1508	2	-4	-7	-2	1
Cc1c(NC(=O)CSc2ccc(Cl)cc2)cccc1-c1nc2ncccc2o1	7	3	0.9	7	1463	-3	-3	-6	0	1
CCCCC(=O)OCC(=O)c1[nH]c(C)c(C(=O)OCC)c1C	23	6	0.8	4	1655	8	-1	-7	1	1

Of the compounds above, 2 have a nitro group on carbon:
SMILES	bIAP inhibitor	PPARg SRC2 recr	bIAP act	PPARg SRC-3 ag	SRC2 TRFRET art	PPARg SRC1 recr	TNAP inh hi DEA	TNAP inh no acc	Efa HMGR inh	TNAP act hi DEA
CC(=O)Nc1c([N+](=O)[O-])cc2[nH]c(=O)[nH]c2c1[N+](=O)[O-]	4	-1	1	-2	1639	-1	10	8	-5	0.9
N#C/C(=C\c1ccc(-c2cccc([N+](=O)[O-])c2)o1)C(=O)NCCN1CCOCC1	-17	11	1.2	1	1755	6	-2	9	-3	1

(cont.)
SMILES	bIAP inhibitor	PPARg SRC2 recr	bIAP act	PPARg SRC-3 ag	SRC2 TRFRET art	PPARg SRC1 recr	TNAP inh hi DEA	TNAP inh no acc	Efa HMGR inh	TNAP act hi DEA
Cc1c(Nc2nc(C(F)(F)F)nc3ccccc23)c(=O)n(-c2ccccc2)n1C	4	-1	1	-3	1566	9	-2	-6	-8	1
COc1ccc(C)cc1-n1c(-c2ccncc2)n[nH]c1=S	6	9	0.9	10	1633	0	2	2	-1	1
CSc1nc(N(C)C)c2ccccc2n1	-1	-5	1	1	1470	-8	2	1	-2	1
COc1cccc(NC(=O)COC(=O)COc2ccccc2[N+](=O)[O-])c1	3	12	1	3	1628	4	-7	-9	1	1.1
CCc1cc(/C(Cc2ccccn2)=N\Nc2ccccc2)c(O)cc1O	-2	5	1	-1	1557	7	0	-6	0	1
CCOC(=O)c1c(C)[nH]c(=S)c(C#N)c1-c1ccccc1	-20	7	1.2	2	1574	-2	-3	-10	0	1
Cc1cc(/C=C(/C#N)c2nc3ccccc3[nH]2)c(C)n1-c1ccccc1C(=O)O	-37	2	1.4	1	1669	7	0	-6	-4	1
CCN(Cc1cc2ccc(C)cc2[nH]c1=O)C(=O)c1ccncc1	0	8	1	10	1672	10	-5	-9	-2	1
COc1ccc(C(=O)Nc2ccc3c(c2)OCCO3)cc1	8	1	0.9	-4	1468	-6	-2	-16	1	1
Cc1nn(Cc2ccccc2)c(C)c1C(=O)OCC(=O)c1cc(C)n(CC(F)(F)F)c1C	0	0	1	-6	1465	-3	-4	-11	-1	1
COCCCn1cc(C(=O)c2cc(OC)ccc2OCC(=O)Nc2cc(C)on2)cc(C#N)c1=O	2	5	1	-3	1485	-2	-6	-9	-1	1.1
c1ccc(-n2cnnc2SCc2cn3ccsc3n2)cc1	3	-10	1	-8	1213	-3	-1	-7	-4	1
COCCNC(=O)Cn1c(=O)n(Cc2ccco2)c(=O)c2ccccc21	2	3	1	6	1614	0	-2	-3	-7	1
O/N=C/c1ccccc1Oc1ccc(Cl)cc1	22	1	0.8	0	1414	4	-8	-6	1	1.1
COc1ccc(Nc2nc(-c3cccc([N+](=O)[O-])c3)nc3ccccc23)cc1	-15	8	1.1	-1	1638	6	2	2	-4	1
COC(=O)CSc1nc2cc3c(cc2cc1C)OCCO3	-3	1	1	0	1633	5	0	-6	0	1
O=C(NCc1nc2ccccc2[nH]1)c1ccc(S(=O)(=O)N2CCOCC2)cc1	-8	6	1.1	1	1535	3	-8	-4	4	1.1
O=C(ONC1=NCCCCC1)c1c(F)cccc1F	15	-2	0.9	-5	1503	-2	-4	-22	-3	1
O=C(Nc1cccc(-c2cn3c(n2)SCC3)c1)c1ccc(Br)o1	-17	2	1.2	4	1500	0	-4	-16	1	1
O=C(O)C1C2CCC(O2)C1C(=O)NCc1ccc(Cl)cc1 (stereo not given)	13	-1	0.9	0	1465	6	-5	-6	-3	1
O=C(CC1Nc2ccccc2NC1=O)NC1CCCCC1 (stereo not given)	-2	-8	1	1	1335	-5	1	-5	-7	1
CN(C)/C=C1/Sc2ccccc2C1=O	15	11	0.9	9	1662	10	-2	-11	4	1
Cc1cc(C)c(NC(=O)CS(=O)CC(=O)N2CCN(c3ccc(F)cc3)CC2)c(C)c1 (stereo not given)	-7	-5	1.1	0	1693	4	-3	-10	4	1
O=C(NCCC1=CCCCC1)C1CCN(c2nnc(-n3cccc3)s2)CC1	-11	6	1.1	4	1592	7	0	-6	-4	1
NC(=O)CCn1nc(-c2ccc(Cl)cc2)c2ccccc2c1=O	-3	-4	1	-1	1387	0	-3	5	1	1
CCC1=NN2C(=N)/C(=C\c3cccn3-c3c(C)cccc3C)C(=O)N=C2S1	4	-3	1	2	1580	-3	-5	-23	-5	1.1
O=C(NCC1(c2ccccc2)CCCC1)c1ccc(Br)o1	6	-4	0.9	-5	1435	-4	-7	-4	-1	1.1
COc1ccc(N(C(=O)Nc2ccc(Cl)cc2)C2=NCCC2)cc1	10	3	0.9	-9	1516	-6	-3	-2	-2	1
O=C(Nc1ccccc1F)c1ccc2nc(N3C(=O)CCC3=O)sc2c1	10	8	0.9	-4	1716	3	-3	-13	5	1
CC(=O)OCC1(C)CN(c2ccccc2)NC1=O (stereo not given)	9	6	0.9	6	1718	1	2	12	3	1
CCOCCCNC(=O)C(NC(=O)Cc1c[nH]c2ccccc12)c1ccc(OC)cc1 (stereo not given)	-15	4	1.1	1	1657	9	2	-5	-4	1
CC(C)C(NC(=O)C1CCC(C(C)(C)C)CC1)C(=O)NCc1cccnc1 (stereo not given)	-12	2	1.1	-5	1599	3	-11	-12	-3	1.1
O=C(OCC(=O)N1CCN(C(=O)c2ccco2)CC1)c1ccccc1O	14	2	0.9	1	1304	1	0	-8	0	1
O=c1cc(O)c(-c2ccccc2Cl)c(Cl)[nH]1	5	3	1	7	1474	-6	-1	8	-3	1
Cc1cc(C)nc(SCC(CSc2nc(C)cc(C)n2)C(=O)O)n1	15	9	0.9	1	1603	2	2	-3	7	1
Cn1c(SC/C=C/c2ccccc2)nnc1-c1cccs1	6	16	0.9	3	1605	10	-2	-9	-6	1
CC(=O)c1cccc(NC(=O)N2CCCC2C(=O)NCc2ccccc2)c1 (stereo not given)	-4	-4	1	-4	1215	3	-3	-8	-2	1
CCOc1ccc2nc(Nc3nc(CSc4nnnn4-c4ccccc4)cc(=O)[nH]3)nc(C)c2c1	-40	2	1.4	3	1513	2	-7	-37	-5	1.1
CC(C)(C)c1ccc(C(=O)c2c[nH]c(C(=O)O)c2)cc1	-21	-11	1.2	0	1461	-1	6	2	0	0.9
Cc1[nH]c2ccccc2c1SCCN	.	7	.	5	1644	3	.	.	.	.
O=C(CCCn1c(=S)[nH]c2ccccc2c1=O)NC1CCCC1	4	-4	1	-1	1600	8	-6	-10	-4	1.1
CCN(C(=O)CSc1ncccc1C(=O)Oc1cccc([N+](=O)[O-])c1)c1cccc(C)c1	3	1	1	-4	1473	0	4	2	2	1
NC(=O)c1nc(C2CCCCC2)nc2c1[nH]c(=O)n2-c1ccc(F)cc1	-31	6	1.3	-7	1673	10	-4	-9	2	1
CC(C)(C)NC(=O)CSc1nnc(C2CC2)n1Cc1ccccc1	-2	0	1	-1	1622	7	-7	-11	-3	1.1

An excerpt from above with just TNAP inh no acc, TNAP act hi DEA and PPARg SRC-3 ag:
compound	TNAP inh no acc	TNAP act hi DEA	PPARg SRC-3 ag
COc1ccc(Nc2nc(-c3cccc([N+](=O)[O-])c3)nc3ccccc23)cc1	2	1	-1
COC(=O)CSc1nc2cc3c(cc2cc1C)OCCO3	-6	1	0
